ADAM17 inh – inhibitors of human ADAM17 | 370,000 tested, 0.83% active | inhibition, % at 6.95 µM | recombinant ADAM17, EDANS/DABCYL FRET peptide cleavage | P78536;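 active means inhibition above the mean of compounds lying between control limits plus 3 SD, set per campaign, cut at about 8.5% in these data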;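 further: 0% = DMSO-only wells as the low control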
MBD2 DNA inh – MBD2-methylated oligo binding inhibition; AID 686964; Q9UBB5; inhibition, % at 4.4 µM; TR-FRET, MBD2 binding to methylated oligonucleotide; 370,000 tested, 0.31% active; in the data active means inhibition above about 13%
hcDAF-12 act – activates DAF-12 receptor from parasite H. contortus | HEK293 hcDAF-12 lit1-tk-luc reporter, luminescence; 0% DMSO, 100% Δ7-dafachronic acid | activation, % at 6.8 µM | 370,000 tested, 1.4% active;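 active means activation above the mean of all tested compounds plus 3 SD, cut at about 5.5% in these data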;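 further: 100% = response to 3 µM Δ7-dafachronic acid high control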
PLC-beta3 inh – inhibitors of human phospholipase C beta3. Q01970. Purified PLC-beta3, fluorogenic substrate, fluorescence. inhibition, % at 12.2 µM. 370,000 tested, 0.18% active. AID 720704; in the data active means inhibition above about 11%;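 further: 0% = median of compound wells on plate and 100% = full blocker control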
PLC-gamma1 inh – blocks human PLC-gamma1 enzyme activity; P19174; purified PLC-gamma1, fluorogenic substrate, fluorescence; inhibition, % at 12.2 µM; 370,000 tested, 0.84% active; in the data active means inhibition above about 9.5%
ssDAF12 agonist – activators of S. stercoralis DAF-12 nuclear receptor; HEK293 ssDAF-12/GRIP1 lit1-tk-luc reporter, luminescence; % of 3 µM dafachronic acid response; activation, % at 6.8 µM; 370,000 tested, 1% active;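 active means activation above the mean over all tested compounds plus 3 SD, cut at about 0.9% in these data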;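 further: 0% = DMSO-only wells and 100% = 3 µM delta7-dafachronic acid wells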
NR1D1 modulator – modulates human Rev-erb alpha binding to DNA. Rev-erbα–FITC-DNA binding, fluorescence polarization, 90 min. 370,000 tested, 0.79% active. activity, % at 10 µM. P20393;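 active means activity above about 14%, limit read from the data; passing the limit was not always enough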;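 further: 0% = DMSO wells with 35 nM protein and 100% = DMSO wells with 750 nM protein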
Target sequence (P20393 whole entry, looked up): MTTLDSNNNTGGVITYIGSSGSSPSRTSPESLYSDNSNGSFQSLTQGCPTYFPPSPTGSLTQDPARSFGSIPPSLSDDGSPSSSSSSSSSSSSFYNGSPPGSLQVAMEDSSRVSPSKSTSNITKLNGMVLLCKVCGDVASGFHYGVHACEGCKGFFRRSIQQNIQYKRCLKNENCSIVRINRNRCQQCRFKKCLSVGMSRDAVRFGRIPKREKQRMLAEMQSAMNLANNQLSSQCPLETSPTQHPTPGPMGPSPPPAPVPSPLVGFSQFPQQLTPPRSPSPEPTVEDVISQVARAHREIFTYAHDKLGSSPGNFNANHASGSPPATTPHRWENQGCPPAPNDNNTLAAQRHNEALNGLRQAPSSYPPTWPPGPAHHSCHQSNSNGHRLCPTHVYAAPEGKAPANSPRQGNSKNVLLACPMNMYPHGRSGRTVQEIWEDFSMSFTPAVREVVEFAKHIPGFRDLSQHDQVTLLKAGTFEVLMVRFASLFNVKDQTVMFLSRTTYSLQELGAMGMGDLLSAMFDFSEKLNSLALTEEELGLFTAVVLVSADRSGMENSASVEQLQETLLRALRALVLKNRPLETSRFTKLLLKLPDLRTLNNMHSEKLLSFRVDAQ
DAX1 inh-1 – NR0B1 (DAX1) inhibition; P51843; HEK293 Gal4-DAX1 luciferase reporter, luminescence; inhibition, % at 6.75 µM; 340,000 tested, 0.99% active; AID 504766;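 active means inhibition above the mean over all tested compounds plus 3 SD, cut at about 4.2% in these data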;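 further: 0% = DAX1-transfected cells with DMSO and 100% = empty-vector control cells with DMSO; inhibition shows as a rise in luminescence from relieved DAX1 repression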
Target sequence (P51843 207-470 limits assumed): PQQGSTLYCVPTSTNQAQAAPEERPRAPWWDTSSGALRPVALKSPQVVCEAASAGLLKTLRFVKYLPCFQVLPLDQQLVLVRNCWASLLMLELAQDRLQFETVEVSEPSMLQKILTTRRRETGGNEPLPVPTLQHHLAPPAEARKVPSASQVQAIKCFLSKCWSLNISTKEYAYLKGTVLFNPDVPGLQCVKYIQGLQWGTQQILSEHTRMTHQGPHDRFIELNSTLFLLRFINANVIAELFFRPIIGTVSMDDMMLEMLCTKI
SMARCA2 activ – SMARCA2 function activation, primary screen | MG213 cells, MMTV-luciferase reporter, dexamethasone, overnight | activation, % at 9.1 µM | 370,000 tested, 1% active | AID 652017; in the data active means activation above about 7.8%;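 further: 0% = vehicle wells and 100% = reference activator wells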
DAX1 inh-2 – blocks DAX1 repression of SF-1 activated StAR promoter; HEK293T StAR-luciferase reporter, SF-1/DAX-1 repression relief; inhibition, % at 6.8 µM; 370,000 tested, 1.1% active; AID 652010;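 active means inhibition above the mean over all tested compounds plus 3 SD, cut at about 3.6% in these data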;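 further: 0% = DAX-1 cells with DMSO and 100% = cells lacking DAX-1 with DMSO; higher inhibition means more luminescence from relief of DAX-1 repression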
hgDAF-12 ag – agonists of H. glycines DAF-12 nuclear receptor; HEK293 GAL4-hgDAF12 UAS-luciferase reporter, agonist luminescence; normalized to butyrate control; 370,000 tested, 1.8% active; activation, % at 6.8 µM;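 active means activation above a cutoff set at the mean of all screened compounds plus 3 SD, cut at about 10% in these data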;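 further: 0% = DMSO wells and 100% = sodium butyrate wells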
* marks the source's active call; other numbers are inactive results; i = inactive; . = no result given. This is a random part of the collection (roughly 7.4% active in at least one column).

SMILES	ADAM17 inh	MBD2 DNA inh	hcDAF-12 act	PLC-beta3 inh	PLC-gamma1 inh	ssDAF12 agonist	NR1D1 modulator	DAX1 inh-1	SMARCA2 activ	DAX1 inh-2	hgDAF-12 ag
COc1cc(C(=O)NCc2nnc(SCC(=O)N3CCOCC3)o2)cc(OC)c1OC	0	4	-3.2	0	1	-1.0	0	-0.9	1	-0.6	0.9
CCN1CCn2c1nc(N1CCOCC1)nc2=O	-1	-2	1.0	3	3	-1.1	-3	1.7	5	0.5	1.0
C=C(C)c1cccc(C(C)(C)NC(=O)Nc2ccc(Cl)cn2)c1	0	2	0.2	2	-1	-0.8	1	-1.2	-2	1.1	0.0
O=C(CC1NCCNC1=O)Nc1ccc(Oc2ccccc2)cc1 (centres undefined)	5	-6	0.8	-1	5	-1.2	1	0.1	3	0.3	3.1
Cc1cccnc1NC(=O)CCn1c(=O)oc2ccccc21	0	3	-2.8	0	1	-0.9	-3	0.5	-1	0.4	1.8
COCCN(C(=O)COC(=O)/C=C/c1ccccc1Cl)c1c(N)n(Cc2ccccc2)c(=O)[nH]c1=O	-4	-4	-0.5	-4	2	-1.2	2	-0.2	-1	0.7	0.7
COc1cccc(S(=O)(=O)NCc2ccc(C(=O)NCC3CCCO3)cc2)c1 (centres undefined)	1	-1	-0.4	1	3	-0.3	0	0.3	5	-1.5	3.2
CCOc1cc(/C=N/NC(=O)c2c(C)nc3ccc(Cl)cn23)ccc1O	-3	3	0.2	-11	-10	-0.9	5	0.7	-7	-0.5	-1.9
C[C@H](CO)N1C[C@H](C)[C@@H](CN(C)C(=O)Nc2ccc(C(F)(F)F)cc2)Oc2c(NC(=O)NC3CCCCC3)cccc2C1=O	5	6	-1.7	0	2	-1.6	3	-1.1	-1	0.0	0.9
COc1ccc(OC)c(NC(=O)CSCc2cnn(-c3ccccc3)c2-n2cccc2)c1	6	2	0.9	3	4	-1.2	2	-0.9	-5	-0.3	0.0
CCc1nc2ccc(C(=O)N3CCN(S(=O)(=O)CC)CC3)cn2c1N(C)C(=O)c1cccc(OC)c1	-3	-2	-1.2	-4	-2	-0.9	-6	.	-4	-0.3	-2.1
N#Cc1c(/N=C/c2ccc(-c3ccccc3C(=O)O)o2)sc2c1CCCC2	-16	2	3.7	-29	-18	-0.8	-1	0.5	2	0.1	0.6
COc1cccc(CN(C)C(=O)/C=C/c2ccc(S(=O)(=O)N3CCCCCC3)cc2)c1	-5	-7	-1.9	-6	-1	-1.3	4	0.0	-2	-2.1	-2.9
CCOC(=O)c1c(S(=O)(=O)N(C)Cc2ccccc2)c(C)n(C)c1C	4	-1	-2.1	-2	7	-1.0	-1	-0.7	-4	2.2	0.8
Cc1onc(-c2ccccc2Cl)c1C(=O)N1CCc2ccccc2C1	-1	1	0.1	2	-1	-0.9	5	0.2	-2	-0.3	-2.8
Cc1cccc(C)c1NC(=O)COC(=O)c1cc[n+]([O-])cc1	-5	3	0.9	-6	-3	-1.1	-1	-0.9	-2	0.3	-0.3
Cc1ccc(S(=O)(=O)n2nc(C)c(Br)c2C)c(C)c1C	-3	-2	-0.9	2	0	-1.2	-3	-0.8	-2	0.3	-1.6
Cc1ccc(C2OC(=O)c3ccccc32)cc1 (centres undefined)	6	-2	-0.2	3	9.6*	-1.0	0	-0.8	-4	1.5	-1.1
Cn1nnnc1SCC(=O)Nc1cc(S(=O)(=O)N2CCCC2)ccc1Cl	-4	4	-2.3	-9	-1	-1.5	-3	1.1	-4	0.0	1.6
O=C(Nc1ccc(F)cc1)C(c1cc2ccccc2o1)N1CCN(c2cccc(C(F)(F)F)n2)CC1 (centres undefined)	-6	3	0.5	1	1	2.3*	-7	.	5	0.7	-0.6
O=C(NCCO)[C@H](Cc1ccccc1)NC1(C(=O)NCCN2CCOCC2)CCCCC1	-1	0	0.5	5	1	-1.7	5	.	.	.	0.4
O=C(CSc1nc2ccccc2c(=O)n1-c1ccc(F)cc1F)Nc1ccc(N2CCOCC2)cc1	4	2	1.0	1	1	0.0	-3	-0.3	-4	-1.2	1.5
CCOC(=O)[C@]12CCCC3=C1N(CCC3)C(=O)[C@@H](CC(=O)N1CCN(C(=O)c3ccco3)CC1)C2	-12	1	2.0	-1	3	-0.7	3	.	-3	-0.4	3.9
CCOc1cc(CN2CCCC(CO)(Cc3ccc(F)cc3F)C2)ccc1OC (centres undefined)	1	1	1.7	-8	0	-1.6	3	0.4	-3	-0.1	-0.4
COC(=O)c1cccc(N2C(=O)c3cccnc3C2=O)c1	-7	-2	1.3	-4	-2	-0.4	1	0.4	1	0.0	-1.3
Other structures.
SMILES	ADAM17 inh	MBD2 DNA inh	hcDAF-12 act	PLC-beta3 inh	PLC-gamma1 inh	ssDAF12 agonist	NR1D1 modulator	DAX1 inh-1	SMARCA2 activ	DAX1 inh-2	hgDAF-12 ag
CCCCCCSc1ccc(-c2nc3ccc(C)cn3c2NCc2ccccc2)cc1OC	-55	0	0.9	i	i	-0.8	10	-0.4	2	0.2	1.3
Cc1nnc(SCC(=O)N(CC(C)C)c2c(N)n(Cc3ccccc3)c(=O)[nH]c2=O)n1N	0	-3	-1.2	5	1	-0.8	-7	1.6	0	-1.3	0.1
Cc1ccc(/C=N/NC(=O)c2cc(-c3cccnc3)nc3ccccc23)cc1	-1	-5	-0.5	-8	-2	-1.0	-2	0.9	-3	-2.9	4.3
COCC(C)n1c(C)cc(C(=O)COC(=O)c2cccn2C)c1C (centres undefined)	-2	9	-1.6	-12	-2	-2.5	8	-2.0	-5	-2.4	-6.6
CCc1ccccc1Nc1ccc(C(=O)O)cc1N	-11	-3	2.1	-62	-55	-1.5	3	6.6*	1	0.3	7.1
O=C(CN(Cc1ccco1)C(=O)Cn1nnc(-c2cccs2)n1)NCC1CCCO1 (centres undefined)	0	5	-1.3	0	-1	-1.2	-1	-0.2	-2	1.4	4.2
O=C(NCC1CCCO1)c1ccc2ccccc2n1 (centres undefined)	0	-10	-0.1	2	1	-0.7	2	1.0	5	1.3	2.2
CCN1CCN(CC(=O)c2c(C)n(C)c3ccc(OC)cc23)CC1	1	-5	1.3	-11	5	-1.0	4	0.1	0	-0.2	-0.3
O=C(O)CNC(=O)c1ccc2c(c1)OCCO2	-1	4	-0.7	1	1	-1.3	-1	0.0	-2	1.2	1.2
CCOCCCN(C(=O)c1snc(C(N)=O)c1N)C(C(=O)NC1CCCC1)c1ccc(O)cc1 (centres undefined)	-34	0	-1.8	-63	-43	-1.4	-5	0.0	-3	-0.1	-3.3
Cc1ccccc1-n1c(=O)cc(N2CCc3ccccc32)[nH]c1=O	-45	4	4.0	-118	-95	-0.9	3	-1.5	-1	0.1	-0.2
Cc1ccccc1OCC(=O)NNC(=O)c1ccc(-c2ccccc2)cc1	-3	5	-1.3	-3	-2	-1.4	7	-0.4	-3	0.2	-0.6
COc1ccc(S(=O)(=O)NCc2ccncc2)cc1NC(=O)c1ccc(Cl)cc1	1	-3	-3.4	1	0	-1.9	-2	-2.7	-3	-6.7	-3.6
O=C(CNS(=O)(=O)c1ccc(Cl)cc1)NNC(=O)c1cccnc1	-2	-3	-1.0	-3	3	-1.9	5	1.9	1	0.2	-2.1
CCOc1ccc(NC(=O)C2CCCN(c3nc(C)cc(C)n3)C2)cc1 (centres undefined)	-2	-1	-0.6	-3	0	-0.3	5	-0.7	-1	0.2	-1.5
O=C(CC1C(=O)NCCN1Cc1cccc(Oc2ccccc2)c1)NCCCn1cccn1 (centres undefined)	-5	-1	-0.2	-9	-6	-1.1	-2	-0.6	0	-0.3	-2.3
O=C(N/N=C/c1ccc(-c2ccc(S(=O)(=O)Nc3ncccn3)cc2)o1)c1cc2ccccc2cc1O	-31	5	-1.3	-120	-92	-0.6	-5	0.2	-4	0.7	-0.2
CC(C)(C)c1ccc(/C=N/NC(=O)C[n+]2ccccc2)cc1	2	-4	-1.2	2	9.9*	-0.8	-2	0.3	-3	-0.1	-0.6
CC1(C)CC(=O)C(CC2=C(O)CC(C)(C)CC2=O)C(=O)C1	-7	-2	-1.1	-9	-5	-0.8	4	2.5	-1	-0.3	1.3
COc1ccc(CNCCCn2cnc3c(OCc4ccccc4)ncnc32)cc1	-5	-7	-0.8	0	3	-1.7	-5	2.3	-1	0.8	-0.6
COc1ccc2[nH]c(C(=O)Nc3ncc(C)cc3Br)cc2c1	-20	-6	-1.5	-128	-88	-0.9	-2	-0.5	2	-0.1	0.1
CN(C(=O)Nc1ccc(Cl)c(Cl)c1)c1ccccc1C(=O)O	-169	3	2.9	-109	-78	-0.9	3	0.1	-2	0.4	-1.8
CCN(CC)C(=O)COc1ccc(/C=C(\C#N)S(=O)(=O)c2ccccc2)cc1OC	-5	4	-0.8	-5	-4	-0.3	4	1.7	-4	0.8	1.0
COc1ccc(C)cc1S(=O)(=O)N(CC(=O)NCc1ccco1)c1ccc(C)cc1	-3	0	-1.2	-5	-1	-0.8	0	0.0	-1	-0.6	-0.9
O=C(O)Cc1ccc(N2N=C(c3ccccc3)CC2=O)cc1	-1	9	0.5	-12	-8	-1.2	3	.	-1	1.0	-2.4
Continued.
SMILES	ADAM17 inh	MBD2 DNA inh	hcDAF-12 act	PLC-beta3 inh	PLC-gamma1 inh	ssDAF12 agonist	NR1D1 modulator	DAX1 inh-1	SMARCA2 activ	DAX1 inh-2	hgDAF-12 ag
CCOC(=O)NC1(C(F)(F)F)NC(=O)N(c2ccc(F)cc2)C1=O (centres undefined)	0	2	-1.5	-2	4	-0.7	-5	0.4	-1	0.4	-0.3
Cc1ccc(-c2nc(=O)[nH]c3ccccc23)cc1	-88	-2	-2.2	-369	-258	-1.1	4	-0.5	-1	-0.2	-0.9
Cc1ccccc1OCC(=O)N1CCCCCCC1	0	0	0.1	-1	1	-1.3	-1	0.0	3	0.1	-2.7
O=C(Cc1ccccc1)NCC(=O)N1CCN(Cc2cccc(Cl)c2)CC1	1	-2	-1.6	-5	5	-1.7	-4	1.4	-2	-1.6	-2.5
O=S(=O)(c1ccc(N2CCCC2c2nc3ccccc3s2)nc1)N1CCOCC1 (centres undefined)	-2	3	0.1	0	0	-0.6	-1	-0.5	-2	0.5	-0.9
COc1ccc(C2/C=C\CN(Cc3ccc(N(C)C)cc3)CC(=O)N2Cc2ccc(F)cc2)cc1 (centres undefined)	-3	3	-1.3	-3	-1	-1.2	1	1.4	1	-0.3	1.6
CCOC(=O)C1=C(C)NC(=O)C(C#N)C1c1ccco1 (centres undefined)	-1	-4	4.2	-1	-2	-1.1	-2	0.1	1	0.5	0.6
C/C(=N\NC(=O)Cc1c(C)[nH][nH]c1=O)c1ccc2ccccc2c1	-3	-1	2.7	0	-3	-1.2	-3	.	-1	-0.2	-2.1
C=CC[C@H](CC(=O)N(CCO)Cc1ccccc1)C(=O)NCCOC(=O)[C@@H](CC=C)Cc1ccc(F)cc1	1	-1	-3.2	2	-1	-1.7	-5	-1.8	0	-0.6	-2.4

Screening data (PubChem)
